Compound activity from PubChem.
PAD4 inh: inhibitors of human PAD4; Q9UM07; recombinant PAD4, RCA probe fluorescence polarization; inhibition, % at 6.36 µM; 330,000 tested, 0.41% active;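 active = percent inhibition above a cutoff equal to the mean of all tested compounds plus 3 SD, cut at about 15% in these data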;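 note: 0% = PAD4 with RCA probe and DMSO and 100% = probe without PAD4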
Target sequence (Q9UM07 whole entry, looked up): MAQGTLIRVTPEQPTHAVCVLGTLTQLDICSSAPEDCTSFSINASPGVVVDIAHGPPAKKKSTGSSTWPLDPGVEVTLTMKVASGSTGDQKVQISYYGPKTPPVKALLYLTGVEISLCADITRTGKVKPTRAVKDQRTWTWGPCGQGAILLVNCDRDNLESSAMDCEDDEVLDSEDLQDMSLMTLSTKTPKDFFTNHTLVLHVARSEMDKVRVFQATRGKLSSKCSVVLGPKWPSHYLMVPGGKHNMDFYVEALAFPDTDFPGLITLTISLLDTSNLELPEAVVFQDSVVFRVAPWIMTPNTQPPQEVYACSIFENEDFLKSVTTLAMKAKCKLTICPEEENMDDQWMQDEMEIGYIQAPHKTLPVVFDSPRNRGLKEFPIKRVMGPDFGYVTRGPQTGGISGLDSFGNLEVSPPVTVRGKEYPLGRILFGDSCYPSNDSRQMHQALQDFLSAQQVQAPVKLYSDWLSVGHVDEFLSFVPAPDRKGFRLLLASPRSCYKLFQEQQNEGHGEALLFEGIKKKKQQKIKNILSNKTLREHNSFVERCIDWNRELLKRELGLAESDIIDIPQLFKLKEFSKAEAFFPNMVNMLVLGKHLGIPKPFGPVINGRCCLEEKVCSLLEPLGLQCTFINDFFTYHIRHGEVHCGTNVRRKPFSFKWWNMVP
pPAFAH inh: pPAFAH (human) enzyme inhibition; Q13093; recombinant pPAFAH, FP-rhodamine probe fluorescence polarization; inhibition, % at 3.39 µM; 330,000 tested, 1.5% active;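 active = inhibition above the mean inhibition across the screen plus 3 SD, cut at about 25% in these data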;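 note: inhibitors block binding of the rhodamine activity-based probe so polarization drops; 0% = enzyme with DMSO and 100% = wells lacking pPAFAH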
LYPLA1 counter: counter-screen for PME1 inhibitors: inhibitors of human LYPLA1; O75608; recombinant LYPLA1, FP-Rh probe fluorescence polarization; inhibition, % at 5.9 µM; 320,000 tested, 0.16% active; AID 2174;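 active = inhibition above the mean of all tested compounds plus 3 SD, set per campaign, cut at about 14% in these data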;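 note: inhibitors block serine hydrolase probe labeling of LYPLA1 so polarization falls; 0% = enzyme with DMSO and 100% = wells lacking LYPLA1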
PAFAH1B2 inh: blocks human PAF acetylhydrolase 1b catalytic subunit 2. P68402. recombinant PAFAH1B2, FP-rhodamine activity probe, fluorescence polarization. inhibition, % at 3.39 µM. 340,000 tested, 1.2% active;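 active = inhibition above the mean of all tested compounds plus 3 SD, cut at about 24% in these data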;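 note: 0% = enzyme with DMSO and 100% = wells lacking PAFAH1B2; many of its hits are not listed in these tables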
GSTO1 inh: GSTO1 inhibition, counter-screen for RBBP9 inhibitors; P78417; AID 1974; recombinant GSTO1, activity-based probe fluorescence polarization; 300,000 tested, 1.1% active; inhibition, % at 5.96 µM;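 active = inhibition above the campaign mean inhibition plus 3 SD, cut at about 35% in these data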;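 note: 0% = GSTO1-1 with DMSO and 100% = wells lacking GSTO1-1 enzyme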
PAFAH2 inh: PAFAH2 (human) inhibition; Q99487; recombinant PAFAH2, FP-rhodamine activity probe, fluorescence polarization; inhibition, % at 3.39 µM; 340,000 tested, 0.99% active; AID 492956;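 active = inhibition above the mean over all tested compounds plus 3 SD, cut at about 30% in these data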;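 note: inhibitors block probe labeling of enzyme so polarization drops; 0% = enzyme with DMSO and 100% = wells lacking PAFAH2 protein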
LYPLA2 counter: blocks human lysophospholipase 2, a PME1 counter-screen. inhibition, % at 5.9 µM. O95372. recombinant LYPLA2, FP-Rh probe fluorescence polarization. 320,000 tested, 0.38% active;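 active = inhibition above the screen-wide mean plus 3 SD, limit set per campaign, cut at about 26% in these data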;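 note: 0% = LYPLA2 with DMSO and 100% = wells lacking LYPLA2 enzyme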
PME-1 inh: blocks human protein phosphatase methylesterase 1 | Q9Y570 | recombinant PME-1, FP-Rh probe fluorescence polarization | inhibition, % at 5.9 µM | 320,000 tested, 0.53% active | AID 2130;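 active = inhibition above the campaign mean of all compounds plus 3 SD, cut at about 26% in these data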;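 note: competitive labeling of PME-1 active site by serine hydrolase directed probe; 0% = PME-1 with DMSO and 100% = wells lacking PME-1 enzyme; inhibitors block probe labeling so polarization falls and inhibition rises; many of its hits are not listed in these tables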
Target sequence (Q9Y570 whole entry, looked up): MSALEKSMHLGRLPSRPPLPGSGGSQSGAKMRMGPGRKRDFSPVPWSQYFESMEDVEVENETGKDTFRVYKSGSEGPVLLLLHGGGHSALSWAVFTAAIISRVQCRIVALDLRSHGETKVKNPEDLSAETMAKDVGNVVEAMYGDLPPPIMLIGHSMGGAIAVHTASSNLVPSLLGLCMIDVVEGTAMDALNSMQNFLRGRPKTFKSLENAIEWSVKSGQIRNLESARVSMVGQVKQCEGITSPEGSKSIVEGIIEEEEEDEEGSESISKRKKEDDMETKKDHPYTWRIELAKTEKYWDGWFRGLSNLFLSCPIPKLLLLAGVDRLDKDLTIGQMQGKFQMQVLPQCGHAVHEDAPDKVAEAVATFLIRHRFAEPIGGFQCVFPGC
PAFAH1B3 inh: PAFAH1B3 (human) inhibition | recombinant PAFAH1B3, FP-rhodamine probe, fluorescence polarization | 340,000 tested, 0.28% active | Q15102 | AID 492972 | inhibition, % at 3.39 µM;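 active = inhibition above the screen-wide average of all tested compounds plus 3 SD, cut at about 25% in these data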;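 note: 0% = enzyme with DMSO only and 100% = wells lacking PAFAH1B3 protein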
* = called active by the depositor; / = not tested or not shown. This is a subset; the hit share may differ from the screen's.

No.	SMILES	PAD4 inh	pPAFAH inh	LYPLA1 counter	PAFAH1B2 inh	GSTO1 inh	PAFAH2 inh	LYPLA2 counter	PME-1 inh	PAFAH1B3 inh
1	COc1ccc(S(=O)(=O)N2CCN(C(=O)c3ccco3)CC2)cc1OC	-2.5	3.6	2.2	0.6	3.1	0.9	2.5	-2.0	4.5
2	CCCc1cc(=O)[nH]c(SCC(=O)Nc2ccc3ccccc3c2)n1	-6.5	1.3	/	0.5	/	-3.6	/	/	-3.2
3	O=C1NC[C@H](c2ccccc2)N(CCC23CC4CC(CC(C4)C2)C3)C1=O	3.0	7.0	-3.5	11.7	3.6	5.0	-2.8	-4.2	-5.1
4	COc1cccc2c(=O)n(CC(=O)Nc3ccc(F)cc3F)ccc12	2.5	3.9	1.2	3.8	2.7	3.2	-2.4	-6.4	-6.9
5	COc1ccc(NC(=O)CSc2ncnc3c2nnn3-c2ccc(F)cc2)c(OC)c1	1.7	2.9	0.6	4.1	14.0	-4.1	6.7	1.3	-3.3
6	COc1ccc(C(C)NC(=O)Cc2ccc(Br)cc2)cc1 (stereo not given)	3.1	4.1	-0.7	11.1	22.6	-5.9	-4.7	-2.2	8.1
7	O=[N+]([O-])c1ccc(NC(=S)NCc2ccncc2)cc1	-2.2	2.6	0.6	-2.0	3.9	-8.4	6.1	-1.8	-6.2
8	Cc1ccc(C)c(NC(=S)NC(C)C(c2ccccc2)N2CCN(C)CC2)c1 (stereo not given)	-0.6	2.4	1.7	7.0	0.2	2.3	-0.3	4.6	9.0
9	Cc1n[nH]c(C)c1S(=O)(=O)Nc1ccc2c(c1)OCCO2	-8.2	3.2	-2.0	-5.2	2.1	3.5	0.1	-0.2	-6.8
10	O=c1cc(N2CCCCC2)c(-c2ccccc2)nn1Cc1cccc(Cl)c1	-5.0	-1.8	-0.6	2.3	14.3	-10.4	1.4	1.8	7.6
11	CN(C(=O)COC(=O)c1ccc2[nH]c3c(c2c1)CCCC3)C1CCS(=O)(=O)C1 (stereo not given)	1.9	0.8	-4.1	0.9	0.3	-0.4	-1.6	-5.5	1.1
12	C#CCOCCOCCOCCNc1nc(N2CCN(C(=O)[C@H]([C@@H](C)CC)n3cc([C@@H](N)Cc4ccc(O)cc4)nn3)CC2)nc(N2CCN(C(=O)[C@H](Cc3ccc(O)cc3)n3cc([C@@H](N)C(C)CC)nn3)CC2)n1 (stereo not given in full)	4.0	6.0	1.2	-3.0	-0.3	2.1	3.3	-0.1	2.8
13	Cc1cc(CC(C)C)n(-c2nc3ccccc3c(=O)n2OCc2ccccc2)n1	-1.9	3.0	-1.6	3.9	-2.0	-8.3	3.0	-1.8	11.0
14	O=c1c(-c2ccccc2)coc2cc(O)ccc12	0.0	-5.1	1.8	-9.9	-1.7	0.1	0.8	-0.3	13.3
15	Brc1cc(Cc2nnc(-c3ccccc3)o2)c(Br)s1	-0.3	8.5	-5.3	6.4	8.1	-1.4	-4.2	2.2	6.3
16	CCCc1[nH]nc2c1C(c1ccc(O)cc1OCC)C(C#N)=C(N)O2 (stereo not given)	-2.7	5.3	3.0	-1.3	-1.9	-5.7	0.7	-1.5	13.3
17	Cc1cc(C)c(NC(=O)CSc2nc3ccncc3[nH]2)c(C)c1	-2.8	5.7	-1.8	0.1	2.3	-3.6	0.5	-6.4	1.0
18	Cc1ccc(CN2CCN(Cc3nc4ccccc4nc3C)CC2CCO)cc1 (stereo not given)	5.4	0.0	3.5	2.2	2.7	-1.7	8.7	4.2	-5.2
19	Nc1c(Cl)cc(C2=NCCn3nc4cc(C(F)(F)F)ccc4c32)cc1Cl	-4.3	2.1	-3.4	2.1	-6.2	2.4	-12.3	2.2	-6.7
20	O=C(NCc1ccc2c(c1)OCO2)C(=S)N1CCOCC1	-5.5	4.3	-2.8	3.1	5.0	-4.2	0.0	3.8	-4.3
21	NS(=O)(=O)c1ccc(NC(=O)c2ccc(F)cc2F)c(NC(=O)c2ccc(F)cc2F)c1	-0.5	1.1	-5.6	-0.7	-6.6	-6.4	-2.4	-7.5	4.0
22	CCc1nc2oc3ccccc3c(=O)c2c(=O)n1Cc1ccc(OC)cc1	-2.8	3.8	-0.4	-0.8	-7.5	7.6	-6.3	0.6	-5.8
23	CCOc1ccccc1C(=O)NCCCCNC(=O)c1ccccc1OCC	-0.8	1.4	-0.8	1.3	-2.9	4.9	-0.5	6.4	-1.1
24	C=CCn1c(=O)c(CCC(=O)Nc2ccc(N3CCOCC3)cc2)nc2cc(C(F)(F)F)ccc21	-0.2	0.8	-3.2	-4.8	-1.7	-1.8	-4.5	1.8	0.1
25	C#CCOc1c(Cl)cc(/C=C2/C(=O)ON=C2C)cc1OCC	-0.6	1.0	1.1	-0.8	4.2	5.4	1.2	-4.5	7.9
26	Cc1ccc(Cl)cc1N1CCN(C2CCCCC2NS(=O)(=O)c2ccccc2)CC1 (stereo not given)	-0.7	0.2	2.3	1.0	-2.0	0.4	1.8	2.8	1.9
27	CCCN1CCC(NC(=O)Cc2ccccc2OC)CC1	-0.1	-0.9	-1.1	0.5	7.3	-5.5	-2.8	-3.7	-1.7
28	Cc1ccc(S(=O)(=O)CCC(=O)Nc2cc(Cl)ccc2-n2cncn2)cc1	-2.4	1.6	2.6	2.4	-1.4	-8.0	4.5	0.2	0.6
29	Cc1c(N(C)C(=O)C23CC4CC(CC(C4)C2)C3)c(=O)n(-c2ccccc2)n1C	-1.9	2.8	1.4	-4.3	-1.3	-2.3	8.7	-1.0	3.7
30	O=C(Nc1cccc(Cl)c1)Nc1ccccc1-n1ccnc1	1.4	6.0	-1.0	2.9	3.9	5.3	8.2	6.1	5.8
31	CCOC(=O)C1(Cc2ccc(Cl)cc2)CCN(C2CCC2)CC1	2.1	1.9	-2.0	1.4	7.3	2.2	0.9	1.7	1.8
32	Cc1sc2ncn(CC(=O)N(CC(=O)NC3CCCC3)Cc3cccs3)c(=O)c2c1C	1.1	6.2	-1.9	0.5	-3.7	-6.2	3.3	2.8	-0.9
33	O=C(O)c1ccccc1C(=O)Nc1nc(-c2ccccc2)cs1	1.7	8.3	3.8	0.1	0.3	-8.0	7.2	-3.1	2.5
34	CCc1ccc[n+](-c2nc3ccccc3nc2C(=C=[N-])C#N)c1	-11.6	6.1	-6.9	0.6	52.6*	-4.5	-10.3	-9.0	5.6
35	COc1cc(C(=O)OCc2cc(=O)oc3c(C)c(C)ccc23)ccc1OC(F)F	0.5	1.3	-1.2	1.0	-2.2	8.5	0.0	-2.4	5.7
36	Cc1cccc(N2CCN(C(=O)CCNS(=O)(=O)c3ccc4c(c3)oc(=O)n4C)CC2)c1C	-4.9	10.0	-1.9	0.3	6.6	9.0	4.5	-6.7	4.5

Arranged by formula weight (descending): part of the list above
No.	SMILES	PAD4 inh	pPAFAH inh	LYPLA1 counter	PAFAH1B2 inh	GSTO1 inh	PAFAH2 inh	LYPLA2 counter	PME-1 inh	PAFAH1B3 inh
29	Cc1c(N(C)C(=O)C23CC4CC(CC(C4)C2)C3)c(=O)n(-c2ccccc2)n1C	-1.9	2.8	1.4	-4.3	-1.3	-2.3	8.7	-1.0	3.7
25	C#CCOc1c(Cl)cc(/C=C2/C(=O)ON=C2C)cc1OCC	-0.6	1.0	1.1	-0.8	4.2	5.4	1.2	-4.5	7.9
30	O=C(Nc1cccc(Cl)c1)Nc1ccccc1-n1ccnc1	1.4	6.0	-1.0	2.9	3.9	5.3	8.2	6.1	5.8

More results:
No.	SMILES	PAD4 inh	pPAFAH inh	LYPLA1 counter	PAFAH1B2 inh	GSTO1 inh	PAFAH2 inh	LYPLA2 counter	PME-1 inh	PAFAH1B3 inh
37	Cc1ccc(CCNC(=O)CCS(=O)(=O)Cc2ccc(C)cc2)cc1	-1.1	23.5	4.7	8.9	1.6	-0.6	10.1	-0.6	-2.5
38	COc1ccc(C(=O)C2CCCN(C(=O)c3c4c(nn3C)CCCC4)C2)cc1F (stereo not given)	2.0	1.8	-2.2	-0.9	2.0	7.1	-4.1	0.2	-6.1
39	CCCn1nnnc1NCc1ccc(SC)cc1	2.3	3.1	-0.7	3.3	0.8	-5.2	5.8	-9.6	3.2
40	CCCC(C(=O)NCc1ccco1)N(Cc1ccco1)C(=O)CNS(=O)(=O)c1ccccc1 (stereo not given)	-0.6	0.9	-5.8	4.6	4.9	9.0	-4.7	1.3	7.4
41	COc1cccc(C(=O)Nc2ccc3c(c2)C(=O)N(CC2CCCO2)C3=O)c1 (stereo not given)	1.0	-9.3	0.0	4.5	4.6	-6.3	11.9	-8.6	5.7
42	O=C1CCC(=O)N1CC(=O)N1c2ccccc2Sc2ccccc21	0.4	2.6	-2.2	3.1	-2.5	2.2	-1.8	2.6	8.5
43	COc1ccc(C=NNC(=O)c2ccccc2NS(=O)(=O)c2cccs2)cc1O	-0.2	10.8	/	5.8	/	12.5	/	/	6.3
44	COc1cc2ccccc2cc1C(=O)Nc1sc2c(c1C(N)=O)CCN(C(C)C)C2	1.3	1.4	-6.4	5.0	-0.3	2.3	-5.0	5.1	2.1
45	Cc1ccc(N2C(=O)CC(Cc3cc(C)cc(C)c3)C2=O)cc1 (stereo not given)	0.4	49.9*	-0.4	3.3	5.2	-5.9	-3.5	7.3	0.0
46	CN(C)n1cccc1/C=C(\C#N)S(=O)(=O)c1ccc(Cl)cc1	-4.3	-2.6	-3.9	/	-5.2	/	-7.2	4.6	/
47	CCc1nnc(NC(=O)C2(C)COC(c3ccc(OC)cc3)OC2)s1 (stereo not given)	-2.5	3.5	-1.1	-1.5	-4.8	2.6	4.6	6.1	-0.1
48	O=C(NC1CCCC1)C1CCCN1C(=O)Oc1ccccc1 (stereo not given)	-0.7	0.0	-1.6	-1.3	8.0	1.3	0.3	2.6	10.7
49	CC(NC(=O)Cc1ccccc1)c1ccc(F)cc1 (stereo not given)	0.7	-1.7	-1.3	-2.6	12.4	-1.3	2.5	-1.0	9.5
50	COc1ccc(CC(=O)OCC(=O)NNC(=O)c2ccccc2)cc1	-1.2	18.5	/	1.2	/	6.3	/	/	9.8
51	Cc1sc2nc(C)n(/N=C/c3ccccc3O)c(=O)c2c1C	-1.6	-6.4	1.9	5.5	-5.1	-4.3	1.9	-9.4	3.6
52	Cc1ccccc1C(=O)NC1CC2CCCC(C1)N2C(=O)Nc1ccccc1 (stereo not given)	-2.8	2.0	-5.8	7.0	-2.0	-9.9	-3.7	-6.8	4.1
53	O=C(Cn1nnc(-c2ccc(Cl)cc2)n1)NC1CCS(=O)(=O)C1 (stereo not given)	2.5	-2.7	1.4	7.7	/	1.5	0.1	0.1	8.2
